Jurkat viability – cytotoxicity toward Jurkat cells; Jurkat E6.1 viability, ATP luminescence, 48 h; inhibition, % at 4 µM; hit rate 1.2% among 56,000; AID 463;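 active = inhibition above the mean inhibition of all tested compounds plus 3 SD, cut at about 28% in these data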
M1 antagonist – M1 muscarinic receptor (rat) antagonism | P08482 | CHO-M1 cells, Fluo-4 calcium, ACh EC80 antagonist mode; active compounds read low | B-score at 10 µM | hit rate 3.4% among 64,000 | AID 628;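 active = calcium fluorescence response, raw or row-and-column corrected B-score, differing from the plate sample mean either way at a set confidence level, mostly lower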
Target sequence (P08482 whole entry, looked up): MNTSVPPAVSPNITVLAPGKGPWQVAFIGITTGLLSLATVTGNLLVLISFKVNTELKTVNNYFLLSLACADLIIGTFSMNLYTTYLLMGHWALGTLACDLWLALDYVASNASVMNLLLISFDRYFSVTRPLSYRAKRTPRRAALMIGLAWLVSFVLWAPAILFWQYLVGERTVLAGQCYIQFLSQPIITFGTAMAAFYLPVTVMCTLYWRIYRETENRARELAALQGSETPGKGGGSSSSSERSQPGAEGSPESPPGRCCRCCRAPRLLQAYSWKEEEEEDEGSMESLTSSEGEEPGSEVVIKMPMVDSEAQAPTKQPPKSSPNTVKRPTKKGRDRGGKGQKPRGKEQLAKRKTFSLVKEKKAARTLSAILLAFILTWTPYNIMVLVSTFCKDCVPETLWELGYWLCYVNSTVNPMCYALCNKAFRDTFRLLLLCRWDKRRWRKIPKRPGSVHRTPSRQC
M1 agonist – M1 muscarinic receptor agonism; AID 626; CHO-M1 cells, Fluo-4 calcium fluorescence, agonist mode; active compounds read high; B-score at 10 µM; hit rate 3% among 64,000;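 active = fluorescence rise, raw or as B-score row- and column-corrected plate score, outside the 99.7% band of its plate's samples, either direction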
5HT1E ag – activates the human 5-HT1E serotonin receptor; P28566; CHO 5-HT1E Ga15 NFAT-bla reporter, FRET; 0% DMSO wells, 100% control agonist wells; activation, % at 6 µM; hit rate 0.69% among 65,000; AID 574;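 active = activation above a set limit, the screen-wide mean activation plus 3 SD, cut at about 8.5% in these data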;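 note: 100% = positive control agonist at 1 µM giving full maximal response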
5HT1a ag – 5-HT1a (human) receptor agonism. P08908. CHO 5-HT1a Ga15 NFAT-bla reporter, FRET ratio; 0% basal, 100% maximal reference agonist. activation, % at 10 µM. hit rate 0.56% among 65,000;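 active = activation above the screen-wide mean activation plus 3 SD, cut at about 19% in these data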;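 note: 0% = DMSO wells and 100% = 5-CT at EC100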
5-HT1A blocker – 5-HT1a (human) receptor antagonism; inhibition, % at 10 µM; CHO 5-HT1a Ga15 NFAT-bla reporter, antagonist mode; hit rate 0.68% among 62,000; AID 612; P08908;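 active = inhibition above the mean of all tested compounds plus 3 SD, cut at about 43% in these data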;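 note: receptor stimulated by 5-CT agonist at 100 nM near EC80; beta-lactamase reporter measured by ratiometric fluorescence of a cleavable substrate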
HTR1E antagonist – blocks the human 5-HT1E serotonin receptor | AID 571 | P28566 | hit rate 0.99% among 65,000 | inhibition, % at 6 µM | CHO 5-HT1E Ga15 NFAT-bla reporter, FRET, antagonist;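 active = inhibition above a set limit, the mean inhibition across every tested compound plus 3 SD, cut at about 29% in these data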;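 note: signal is the 460 over 535 nm emission ratio of beta-lactamase substrate; 0% = agonist plus DMSO wells and 100% = wells without agonist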
S1P1 ag pot – S1P1 (human) agonism or agonism potentiation; activation, % at 9.5 µM; AID 449; S1P1 CRE-bla cells, forskolin, beta-lactamase FRET, potentiator mode; S1P1 agonist co-added at EC20, 2 nM; 100% = saturating reference agonist, 0% = basal; P21453; hit rate 0.57% among 56,000;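 active = activation above a cutoff set at the mean activation of all tested compounds plus 3 SD, cut at about 54% in these data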;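 note: forskolin at 4 µM as EC80 and the EC20 agonist is SEW2871; 100% = SEW2871 at its EC100 plus forskolin at EC80; some compounds past the cut are filed as inactive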
Target sequence (P21453 whole entry, looked up): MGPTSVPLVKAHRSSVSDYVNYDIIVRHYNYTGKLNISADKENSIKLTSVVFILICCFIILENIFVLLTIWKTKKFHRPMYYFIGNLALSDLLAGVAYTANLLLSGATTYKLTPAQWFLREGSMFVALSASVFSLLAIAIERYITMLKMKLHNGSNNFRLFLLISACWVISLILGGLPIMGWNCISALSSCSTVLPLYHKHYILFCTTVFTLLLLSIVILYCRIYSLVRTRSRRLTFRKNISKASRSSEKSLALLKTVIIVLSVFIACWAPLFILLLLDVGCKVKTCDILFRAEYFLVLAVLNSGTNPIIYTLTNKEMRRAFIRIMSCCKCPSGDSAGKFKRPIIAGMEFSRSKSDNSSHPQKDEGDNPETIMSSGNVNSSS
S1P3 agonist – agonists of human S1P3 receptor; S1P3 NFAT-BLA reporter cells, agonism, FRET ratio; relative to 1 µM S1P, basal subtracted; hit rate 0.1% among 60,000; Q99500; activation, % at 4.5 µM;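 active = activation above the screen-wide mean plus 3 SD, cut at about 4.5% in these data, passing the limit was not always enough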; note: some compounds called inactive have numbers as strong as hits
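Benchmarks: high control 1 µM S1P / System: stable CHO line with human S1P3, Gα16, NFAT-BLA reporter / Dosing: single compound concentration, 4.5 µM final / Timing: 4 h compound at 37 °C, 2 h substrate at RT / Measured by: FRET β-lactamase substrate fluorescence, excitation 405 nm, 460/535 nm emission ratio, background-subtracted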
An asterisk follows results filed as active; . = not tested or not shown.

SMILES | Jurkat viability | M1 antagonist | M1 agonist | 5HT1E ag | 5HT1a ag | 5-HT1A blocker | HTR1E antagonist | S1P1 ag pot | S1P3 agonist
CC(C)(C)OC(=O)N[C@@H](Cc1c[nH]c2ccccc12)c1nnc(SCC(N)=O)o1 | 4 | 0.041 | -0.67 | 0.1 | 0.3 | 5 | 9 | 0 | -1.0
O=C(O)c1ccccc1SCC(=O)N1CCCCC1 | -6 | 0.24 | 1.1 | 0.4 | -3.1 | -7 | 1 | -27 | 0.0
CC1Cc2nc(SCC(=O)NCCc3ccccc3)n(C)c(=O)c2S1 (configuration not stated) | -7 | 0.23 | 1.4 | 0.2 | -1.6 | -11 | 8 | -12 | -0.2
COc1ccc2c(c1)cc1n2CCN=C1N | -1 | -0.61 | 0.6 | 0.1 | 0.8 | -12 | -8 | -3 | -0.4
Cc1c(CN2CCC(C)CC2)c(=O)n(-c2ccccc2)n1C | 12 | 0.55 | -0.44 | -0.1 | -3.4 | -3 | 4 | -4 | -0.9
O=C(O)CCC(=O)NCC1OCCc2ccccc21 (configuration not stated) | 5 | 0.57 | -0.2 | -0.5 | 0.6 | -2 | -3 | 2 | -1.0
CCOc1ccccc1-c1nc(-c2cc3ccccc3nc2OC)no1 | -13 | -0.094 | -1.3 | 0.2 | -2.8 | -6 | -2 | -25 | -0.4
Cn1c(SCCCC(=O)c2ccccc2)nnc1-c1ccncc1 | 1 | 0.81 | 0.079 | -0.1 | -1.9 | -5 | -6 | -6 | 1.2
Cc1cc(C)n2nc(SCC(=O)c3ccccc3)nc2n1 | 6 | -0.016 | 0.24 | 2.1 | -0.9 | 5 | 4 | . | -0.2
COc1cccc(-c2nn(-c3ccccc3)cc2C(=O)Nc2nccs2)c1 | 6 | -1.1 | -0.3 | -0.7 | 1.3 | 22 | 13 | 37 | -1.2

The last 3 entries of the section before are carried over, then new ones follow.
SMILES | Jurkat viability | M1 antagonist | M1 agonist | 5HT1E ag | 5HT1a ag | 5-HT1A blocker | HTR1E antagonist | S1P1 ag pot | S1P3 agonist
Cn1c(SCCCC(=O)c2ccccc2)nnc1-c1ccncc1 | 1 | 0.81 | 0.079 | -0.1 | -1.9 | -5 | -6 | -6 | 1.2
Cc1cc(C)n2nc(SCC(=O)c3ccccc3)nc2n1 | 6 | -0.016 | 0.24 | 2.1 | -0.9 | 5 | 4 | . | -0.2
COc1cccc(-c2nn(-c3ccccc3)cc2C(=O)Nc2nccs2)c1 | 6 | -1.1 | -0.3 | -0.7 | 1.3 | 22 | 13 | 37 | -1.2
CCN(CC)c1ccc(CNc2ccc(Br)cn2)cc1 | -3 | 0.017 | -0.66 | 0.5 | 1.8 | 6 | -2 | 8 | -1.0
COc1cccc(C(=O)CSc2nnc(-c3cc(OC)c(OC)c(OC)c3)o2)c1 | 9 | 0.25 | 1.2 | 0.2 | -1.5 | 3 | 9 | -32 | -0.9
COC(=O)c1ccc(C(=O)OC)c(NC(=O)Nc2ccc3c(c2)OCO3)c1 | -5 | -2.5 | 0.24 | 0.8 | 1.0 | -10 | -6 | 0 | -0.3
NC(=O)C1CCN(C(=O)CN2CCN(c3cccc(C(F)(F)F)c3)CC2)CC1 | -2 | -0.12 | -0.32 | 0.5 | -1.3 | -4 | -5 | -11 | 0.5
Cn1c(=O)cc(OCC(=O)NCCCN2CCN(Cc3ccccc3)CC2)c2ccccc21 | 4 | -0.045 | 0.25 | 2.4 | -2.8 | 0 | -4 | -30 | -1.1
CCN(CC)CCCNC(=O)C1c2ccccc2C(=O)N1Cc1ccc(C)cc1 (configuration not stated) | 2 | 0.12 | 0.33 | -0.1 | -1.8 | -7 | -6 | 13 | 0.0
COc1ccc(CC(=O)Nc2ccc(-c3noc(-c4cccc(OC)c4)n3)cc2)cc1 | 6 | 0.8 | -0.49 | -0.4 | 0.3 | -6 | -2 | -2 | -0.4
COC(=O)[C@H](CCSC)NC(=O)NCc1cccs1 | 0 | 0.076 | -0.28 | -0.7 | 0.1 | -4 | 5 | 9 | -2.4
COc1ccc(OC)c(Nc2nc(N)nc(-c3cc4ccccc4o3)n2)c1 | -5 | 1.1 | -1.2 | 0.8 | 5.5 | -4 | 9 | . | 0.1
CCOC(=O)N1CCN(C(=O)c2ccc3c(=O)n(CCc4ccccc4)c(=S)[nH]c3c2)CC1 | -6 | -0.17 | -0.39 | -0.1 | 0.9 | 18 | 1 | 6 | -0.7
Cc1ccc(S(=O)(=O)N2CCN(C(=O)CSc3nnc(-c4ccco4)o3)CC2)cc1 | 4 | -3* | -0.6 | -0.8 | 0.4 | 4 | 1 | -1 | -1.5
COc1cc(-c2nnc(COC(=O)CSc3cc(C)c4ccccc4n3)o2)cc(OC)c1OC | 2 | -0.59 | 0.32 | -0.8 | -4.8 | 0 | 4 | -31 | -0.3
NS(=O)(=O)c1ccc(CNC(=O)c2ccc(Br)o2)cc1 | 5 | 0.59 | -0.14 | -0.6 | -1.6 | 0 | 1 | 2 | -1.7
COc1ccc(-n2ncc3c(N4CCC(C)CC4)ncnc32)cc1 | 8 | 0.35 | 0.00039 | 0.1 | 0.2 | 1 | 3 | -5 | -0.6
Cn1c(SCC(=O)N2CCc3ccccc32)nc2cccnc21 | 3 | -0.094 | 0.58 | -0.7 | -0.4 | 1 | 4 | -4 | -0.7
COc1ccccc1NC(=O)NC1(C(=O)N2CCC(O)CC2)CCCCC1 | 0 | 0.36 | -0.026 | 0.2 | -0.9 | -2 | 0 | 14 | -0.9
CCSc1nnc(NC(=O)CSc2nc3c(c(=O)n2-c2ccccc2)SCC3)s1 | . | -1.2 | 0.51 | 0.6 | 1.5 | -6 | 7 | . | .
C=CCn1c(=O)c(C(=O)NCCNCC)c(O)c2ccccc21 | 1 | -0.16 | 0.86 | -0.3 | -0.7 | -4 | -4 | -6 | 0.0
CCOC(=O)C1CCN(C(=O)COc2ccc(S(=O)(=O)NC(C)(C)C)cc2)CC1 | -8 | 0.17 | -0.56 | 0.0 | -1.5 | -20 | 5 | . | -0.3
O=C(CSc1nnnn1C1CCCC1)Nc1ccc2c(c1)OCO2 | 5 | -1.6 | 1.2 | -1.6 | -3.7 | -1 | 10 | 6 | -0.8
O=C(c1cccc(S(=O)(=O)N2CCCC2)c1)N1CCN(c2ccccc2)CC1 | 9 | -0.32 | 1.9 | 1.0 | 0.4 | -3 | 1 | -3 | -0.3
CCCc1nc(N)nc2c1C(=O)CC(C)(C)C2 | -1 | 0.63 | 0.46 | 1.2 | 0.9 | -4 | 20 | . | 0.3
Cc1cccn2c(=O)c(C=NCc3ccco3)c(Nc3ccc(Cl)cc3)nc12 | 2 | 0.34 | 0.33 | 0.3 | -3.2 | 23 | 5 | -18 | -1.7
CCOCC(=O)N1CCN(c2ccc(F)cc2)CC1 | -6 | -0.082 | 0.44 | 0.2 | -2.5 | -1 | 6 | 0 | 1.1
CCOc1ccccc1C1C(C#N)=C(N)SC(N)=C1C#N | 7 | 0.24 | -0.074 | 0.0 | -3.0 | 10 | 2 | -2 | 1.2
CCn1nnnc1SCC(=O)N1c2ccccc2CCc2ccccc21 | 0 | -0.58 | -0.22 | 0.2 | -0.3 | 2 | 4 | -22 | -0.4
Cc1cc(C)nc(SCCCn2c(=O)[nH]c3ccccc32)n1 | 3 | 0.03 | -0.91 | -0.4 | -0.5 | -4 | 9 | . | -1.2
CCOC(=O)C(Sc1nnc2c3ccccc3n(CC)c2n1)C(=O)OCC | -5 | -0.43 | 0.052 | 0.9 | 2.0 | -8 | 23 | -18 | 0.3
CC(c1ccccc1)N1CC(C(=O)NC2CCCC2)CC1=O (configuration not stated) | 2 | 0.34 | -0.51 | 0.3 | -3.4 | -4 | -4 | -18 | -1.2
CC1(C)CC(=O)c2sc(N3CCCCC3)nc2C1 | 0 | . | . | 1.0 | -4.1 | -6 | 0 | 9 | -1.0

Single records, from the list above. Screens in order: Jurkat viability	M1 antagonist	M1 agonist	5HT1E ag	5HT1a ag	5-HT1A blocker	HTR1E antagonist	S1P1 ag pot	S1P3 agonist
Cc1cc(C)nc(SCCCn2c(=O)[nH]c3ccccc32)n1 in the list: 3	0.03	-0.91	-0.4	-0.5	-4	9	.	-1.2
O=C(c1cccc(S(=O)(=O)N2CCCC2)c1)N1CCN(c2ccccc2)CC1 in the list: 9	-0.32	1.9	1.0	0.4	-3	1	-3	-0.3

Next results.
SMILES | Jurkat viability | M1 antagonist | M1 agonist | 5HT1E ag | 5HT1a ag | 5-HT1A blocker | HTR1E antagonist | S1P1 ag pot | S1P3 agonist
Cc1ccc2oc(=O)cc(CN3CCOCC3)c2c1 | 3 | 2.1 | 1.2 | -0.6 | 0.0 | 5 | -1 | -4 | 0.0
CCOc1ccccc1N(CC(=O)NC1CCCC1)C(=O)CCC(=O)Nc1cc(C)on1 | 0 | -0.27 | 0.47 | -1.3 | -0.4 | 4 | 10 | 9 | -0.2
COC(=O)c1sc(NC(=O)C(C)C)c(C(=O)OC)c1C | . | 1 | 0.6 | 0.9 | -1.4 | . | -9 | -12 | -1.7
N#Cc1ccc(CSc2nnc(-c3cccnc3)n2-c2ccccc2)cc1 | -9 | 0.28 | -0.21 | 0.3 | -0.9 | -8 | -5 | 16 | 0.3
CS(=O)(=O)Nc1ccc(N2CCCCC2)c(Cl)c1 | 5 | -0.032 | 0.39 | -1.0 | -1.1 | 12 | 12 | -6 | 0.0
Cn1c(=O)c2c(nc(CN3CCN(Cc4ccccc4)CC3)n2Cc2ccc(Cl)cc2)n(C)c1=O | 2 | -0.78 | -0.19 | 1.3 | -2.4 | 6 | -5 | -18 | -0.9
O=C(CCCCCn1c(=O)[nH]c2ccsc2c1=O)NCc1cccs1 | . | 1.5 | -0.19 | -1.1 | 0.3 | 6 | 3 | . | .
Cn1c(SCC(=O)c2ccc(-c3ccccc3)cc2)nnc1-c1ccco1 | -2 | 0.071 | -0.057 | -0.9 | -1.4 | -3 | 4 | 0 | -1.6
CCOCCOC(=O)C1=C(C)N(C)C(=O)NC1c1ccccc1Cl (configuration not stated) | -5 | . | . | 0.2 | 1.4 | -8 | -12 | -11 | -0.2
Cc1ccc(S(=O)(=O)NCCSc2nnnn2-c2cc(C)ccc2C)cc1 | 2 | 0.56 | 0.15 | 0.2 | -0.4 | 1 | -11 | 25 | -0.7
CCN(C(=O)CSc1nc2nc(C)cc(C)n2n1)c1cccc(C)c1 | . | -1.6 | -0.055 | 1.2 | 1.3 | -24 | -9 | . | .
c1ccc2nc3c(nc2c1)[nH]c1ccccc13 | 8 | 0.93 | -0.9 | 0.8 | -0.3 | -8 | 23 | -89 | -0.7

Reformatted as tab-separated lines: 2 of the compounds above.
Compound	Jurkat viability	M1 antagonist	M1 agonist	5HT1E ag	5HT1a ag	5-HT1A blocker	HTR1E antagonist	S1P1 ag pot	S1P3 agonist
COC(=O)c1sc(NC(=O)C(C)C)c(C(=O)OC)c1C	.	1	0.6	0.9	-1.4	.	-9	-12	-1.7
O=C(c1cccc(S(=O)(=O)N2CCCC2)c1)N1CCN(c2ccccc2)CC1	9	-0.32	1.9	1.0	0.4	-3	1	-3	-0.3

Bioassay records as filed in PubChem.
